# RXFP1 agonist: activates the human relaxin receptor RXFP1. Q9HBX9. HEK293T-RXFP1 cAMP TR-FRET, 30 min; response scale: percent of porcine relaxin response, buffer zero. AID 2676. 370,000 compounds, 0.3% hits. Potency, µM (series often up to 57.5 µM), inactives show at the top dose activation, most hits filed as activators; also: % is scaled to controls: 0 for no effect and ±100 for the full control effect; nearly all actives have a fitted effect of over 60% in size; many of its hits are not listed in these tables
#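 Agonist response is measured as cAMP accumulation in an RXFP1-transfected HEK293T line under PDE4 inhibition. Values are scaled between buffer-only and 29 nM porcine relaxin, and EC50s come from standard Hill equation fits.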
# TrxR1 substrate: rat thioredoxin reductase 1 substrate activity | O89049 | purified TrxR1 substrate turnover, NADPH consumption readout | Potency, µM (highest dose often 114 µM), for inactives: top-dose activity change, negative = substrate turnover | 390,000 compounds, 0.01% hits | AID 588456; also: % is scaled to controls: 0 for no effect and ±100 for the full control effect; nearly all actives have a fitted effect of over 50% in size
#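 Rat TrxR1, dispensed at 90 nM, was prereduced with 400 uM NADPH (final) for 5 min at ~22 deg C, then incubated with compound 15 min before 400 uM selenite. A first-read NADPH fluorescence drop versus no-compound background flagged substrates.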
# RGS4 inh: inhibitors of human regulator of G protein signaling 4; P49798; Transcreener GDP fluorescence polarization, RGS4-accelerated GTP hydrolysis; Potency, µM (titrated, usually from 114 µM), for inactives: top-dose activity change, negative = inhibition, actives largely listed as inhibitors; 390,000 compounds, 0.039% hits; AID 504845; also: % is scaled to controls: 0 for no effect and ±100 for the full control effect; nearly all actives have a fitted effect of over 75% in size; some results filed as inactive show a strong effect at the top dose
#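 MLSMR compounds (23 nl, pin-transferred) preincubated 10 min at room temperature with a 500nM (2x) first reagent, then RGS4 at 900nM (2x) plus Transcreener GDP mix added; fluorescence polarization (620/688 nm) read before and after 90 min at 30 °C.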
# Vif-APOBEC3F blk: inhibitors of Vif-A3F interaction | HeLa A3F-eYFP + Vif (tagged APOBEC3F with the HIV-1 protein that degrades it), YFP fluorescence increase | Potency, µM (series often up to 46.1 µM), without a hit: at the highest dose activity, negative = active | 390,000 compounds, 0.2% hits; also: % of control where 0% means no effect; nearly all actives have a fitted effect of over 65% in size
#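 HeLa cells stably expressing A3F-eYFP plus Vif, plated and incubated overnight at 37 deg C, then exposed to compounds overnight at 37 deg C. Blocked degradation read as raised yellow fluorescence (Ex 488/Em 500-530).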
# mIDH1 inhibitor: blocks human mutant IDH1 R132H enzyme. O75874. IDH1-R132H enzyme, NADPH consumption, diaphorase/resazurin fluorescence. Potency, µM (titrated, usually from 76.6 µM), inactives show at the top dose activity change, negative = inhibition, usual class: inhibitors. 390,000 compounds, 0.093% hits. AID 602179; also: % is scaled to controls: 0 for no effect and ±100 for the full control effect; nearly all actives have a fitted effect of over 65% in size
#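 IDH1-R132H (0.5 ug/mL dispensed) in pH 7.5 Tris buffer was preincubated 30 min with compound, then given a substrate mix of 0.016 mM NADPH and 2 mM alpha-KG for 80 min at room temperature; remaining NADPH was read by diaphorase/resazurin fluorescence.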
# ALOX12 inh: inhibitors of human 12S-lipoxygenase ALOX12 | P18054 | purified 12hLO, xylenol orange hydroperoxide absorbance | Potency, µM (series often up to 108 µM), for the others: top-dose activity change, negative = inhibition, hits mostly inhibitors | 580,000 compounds, 1.1% hits; also: % is scaled to controls: 0 for no effect and ±100 for the full control effect
# Target sequence (P18054 whole entry, looked up): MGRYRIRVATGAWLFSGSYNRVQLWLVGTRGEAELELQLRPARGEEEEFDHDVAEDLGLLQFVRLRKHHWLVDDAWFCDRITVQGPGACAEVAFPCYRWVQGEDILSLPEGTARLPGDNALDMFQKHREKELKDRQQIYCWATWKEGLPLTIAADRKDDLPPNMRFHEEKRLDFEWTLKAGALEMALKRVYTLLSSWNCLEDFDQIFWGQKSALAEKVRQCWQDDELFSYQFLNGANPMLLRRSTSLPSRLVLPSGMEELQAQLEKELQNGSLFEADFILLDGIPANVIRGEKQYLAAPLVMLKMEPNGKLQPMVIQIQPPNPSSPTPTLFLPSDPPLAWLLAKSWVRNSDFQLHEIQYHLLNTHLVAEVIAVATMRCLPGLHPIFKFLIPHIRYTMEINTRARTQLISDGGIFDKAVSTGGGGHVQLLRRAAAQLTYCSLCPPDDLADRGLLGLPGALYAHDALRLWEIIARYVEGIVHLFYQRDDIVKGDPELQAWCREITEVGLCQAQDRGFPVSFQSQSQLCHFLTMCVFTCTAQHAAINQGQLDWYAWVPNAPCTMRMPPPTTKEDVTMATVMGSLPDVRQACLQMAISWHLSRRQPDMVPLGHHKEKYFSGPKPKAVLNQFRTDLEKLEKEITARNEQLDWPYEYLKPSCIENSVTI
#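 Purified human 12hLO at 150 nM in 25 mM Hepes, 0.01% Triton X-100, pH 7.0, preincubated 15 min at room temperature with compound. Reaction started with 40 uM arachidonic acid, 30 min at room temperature. Hydroperoxide measured by Fe-xylenol orange, 573/405 nm absorbance ratio.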
# rTrxR1 inhibitor: inhibitors of rat thioredoxin reductase 1; O89049; recombinant rTrxR1, NADPH fluorescence consumption, selenite substrate; Potency, µM (highest dose often 114 µM), inactives show at the highest dose activity change, negative = inhibition, usual class: inhibitors; 390,000 compounds, 1% hits; AID 588453; also: % is scaled to controls: 0 for no effect and ±100 for the full control effect; nearly all actives have a fitted effect of over 65% in size
#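 Rat TrxR1 (90 nM in the dispensed reagent) was pre-reduced with 400 uM NADPH for 5 min at room temperature, then incubated with compound for 15 min. After 400 uM selenite was added, NADPH fluorescence (Ex 340/Em 450 nm) was followed for 8 min.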
# USP1 inh: inhibitors of human USP1/UAF1 deubiquitinase | O94782 | recombinant USP1/UAF1, Ub-Rhodamine cleavage fluorescence | Potency, µM (highest dose often 57.1 µM), for inactives: at the highest dose activity change, negative = inhibition, most hits filed as inhibitors | 390,000 compounds, 0.23% hits; also: % is scaled to controls: 0 for no effect and ±100 for the full control effect; nearly all actives have a fitted effect of over 60% in size; inactives centre near -12
#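 USP1/UAF1 complex (1 nM) preincubated 15 min at room temperature with compound, then Ub-Rho substrate (150 nM final) added. Kinetic fluorescence at 480/540 nm over 6 reads at 60 s intervals; 50 mM HEPES pH 7.8, 0.5 mM EDTA, 0.1 mg/ml BSA, 1 mM TCEP, 0.01% Tween-20.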
# Vif-APOBEC3G blk: blocks the Vif interaction with human APOBEC3G. Potency, µM (highest dose often 46.1 µM), without a hit: top-dose activity, negative = active, hits mostly inhibitors. 410,000 compounds, 0.076% hits. HeLa A3G-eYFP + Vif (tagged APOBEC3G with the HIV-1 protein that degrades it), YFP fluorescence, overnight. AID 602310. Q9HC16;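 also: % is scaled to controls: 0 for no effect and ±100 for the full control effect; nearly all actives have a fitted effect of over 60% in size; hits raise eYFP signal because A3G escapes Vif-driven loss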
# Target sequence (Q9HC16 whole entry, looked up): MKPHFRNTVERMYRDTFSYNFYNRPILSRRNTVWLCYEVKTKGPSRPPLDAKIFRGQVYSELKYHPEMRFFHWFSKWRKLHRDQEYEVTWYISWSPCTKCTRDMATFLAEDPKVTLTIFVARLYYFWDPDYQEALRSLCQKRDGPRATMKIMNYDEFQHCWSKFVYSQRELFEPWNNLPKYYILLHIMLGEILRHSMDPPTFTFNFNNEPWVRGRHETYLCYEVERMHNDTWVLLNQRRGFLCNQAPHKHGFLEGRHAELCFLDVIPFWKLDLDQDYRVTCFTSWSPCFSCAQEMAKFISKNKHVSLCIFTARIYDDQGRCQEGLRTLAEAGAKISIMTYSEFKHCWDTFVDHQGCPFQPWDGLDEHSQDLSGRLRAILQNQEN
#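 HeLa cells stably expressing Vif and C-terminally eYFP-tagged A3G, seeded overnight at 37 deg C, then exposed to compound by pintool overnight at 37 deg C. Rise in yellow fluorescence (Ex 488/Em 500-530, Acumen) marks blocked Vif-driven A3G degradation.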
# Numbers without * were called inactive; ? = inconclusive; / = no result given; & = joins results of further samples; [ ] = remark or other dose. Calls follow the shape of the dose curve; as a rule, active = well fitted curve in the direction sought with a large enough effect; inconclusive = small, poorly fitted or top-dose-only effect, or another doubt; inactive = no such curve, though single readings can be large; an effect the other way counts as inactive or inconclusive. Potency is read from the fitted curve at half-maximal effect. Not all compounds are listed, so the mix of outcomes need not match the whole.
SMILES,RXFP1 agonist,TrxR1 substrate,RGS4 inh,Vif-APOBEC3F blk,mIDH1 inhibitor,ALOX12 inh,rTrxR1 inhibitor,USP1 inh,Vif-APOBEC3G blk
Cc1ccc(CN2CC(C(=O)Nc3ccccc3N3CCCC3)CC2=O)cc1 (stereo not given),0.4%,5.9%,3.6%,5.9%,0.0%,1.2%,6.2%,-8.9%,-3.5%
Cc1ccc(C2=NN3C(C2)c2ccccc2OC32C(=O)Nc3ccccc32)cc1 (stereo not given),-0.7%,3.2%[57.1 µM],-50.9%,-2.2%,-0.6%,?,?,-16.2%,-23.8%
N#Cc1ccccc1OCC(=O)NNC(=O)CNC(=O)c1ccc(Br)o1,/,6.0%[57.1 µM],23.7%,-10.8%,-1.4%,10.7%,10.9%[57.1 µM],-20.6%,-3.4%
COc1ccccc1C1C(C#N)=C(N)Oc2c1c(-c1ccccc1)nn2-c1ccccc1 (stereo not given),5.2%,-4.5%,-35.7%,-1.2%,1.5%,0.9%,-28.4%,-12.3%,0.1%
COc1ccc(OC)c(-c2csc(N(Cc3ccco3)C(=O)c3cccs3)n2)c1,-1.1%,-2.7%,-28.2%,-2.2%,0.0%,2.0%,-16.1%,-5.8%,0.1%
Cc1nc2cc(Cl)c(Cl)cc2n1-c1ccccn1,-1.0%,17.4%,-5.6%,6.0%,-1.6%,-0.2%,10.4%[57.1 µM],-12.7%,-7.4%
O=C(Nc1ccccc1[N+](=O)[O-])c1cc2ccccc2nc1Cl,0.9%,-0.6%,1.0%[56.9 µM],-16.2%,4.7%,0.0%,18.9%,-20.7%,0.6%
O=C(Nc1ccccc1)[C@@H]1CC=C[C@@H]2CCN(Cc3ccccc3)C(=O)[C@@H]21,/,8.9%&2.8%,12.5%,1.3%,1.5%,-1.2%,18.0%&15.3%,-18.3%,2.0%&-0.3%
O=c1c2c3n(c(=S)nc2[nH]n1-c1ccccc1)CCCCC3,-1.9%,5.3%[57.1 µM],-33.4%,-5.3%,8.7%,-17.6%,-24.0%[57.1 µM],-19.4%,-0.3%
CCCCNC(=O)CCn1c(=O)c2ccccc2n(Cc2ccc(Cl)cc2)c1=O,1.2%,-7.3%,21.1%,-0.2%,-0.7%,-12.8%,-3.1%,-5.3%,-9.2%
COc1cccc(NC(=O)CN(C)C(=O)CCCc2c[nH]c3ccccc23)c1,-0.1%,-12.4%,0.6%,-4.3%,18.0%,?,1.2%,-2.5%,-8.3%
CCN1C(=O)/C(=C/c2ccc(C)s2)NC1=S,1.6%,-11.7%,-34.6%,1.5%,6.6%,?,?,-25.8%,1.4%
O=C(CCC1CCN(C(=O)c2cncs2)CC1)Nc1ccccc1,-0.7%,1.0%,21.5%,-5.5%,-1.1%,?,5.5%,10.3%,-2.8%
CC(C)CNC(=O)c1c(N)n(/N=C/c2ccccn2)c2nc3ccccc3nc12,0.5%,-0.4%,-26.8%,-14.5%,3.1%,5.3%,-2.4%,-15.9%,0.8%
Cc1onc(-c2ccccc2)c1C(=O)Nc1ccncc1,-0.4%,7.4%[57.1 µM],54.1%[activator],-2.4%,3.0%,29.8%,-3.0%[57.1 µM],-2.8%,2.2%
Cc1ccc(NC2=C(c3ccc(C(F)(F)F)cc3)C(=O)c3ccccc32)cc1F,-0.1%,-10.1%,-3.1%,-3.2%,-16.0%,3.1%,-5.4%,0.0%,-0.4%
CCOc1ccc(S(=O)(=O)Nc2ccc(C(=O)N/N=C/c3c(C)nn(-c4ccccc4)c3N3CCCC3)cc2)cc1,2.7%,107.6%[activator],4.1%,-9.7%,-3.6%,-2.7%,-0.1%,-2.8%,-2.2%
CCOC(=O)C1CCCN(c2c(NCCCN(C)Cc3ccccc3)c(=O)c2=O)C1 (stereo not given),-1.4%,3.4%,16.9%,-3.1%,12.6%,-10.4%,11.3%,-9.5%,1.0%
CCC1(CC)NC(=O)N(CC(=O)NCc2ccc3c(c2)OCO3)C1=O,-0.6%,7.4%,-50.1%,/,4.0%,0.0%,11.8%,-6.9%,1.8%
O=C(CSc1nnc(COc2ccccc2)n1-c1ccccc1)c1cccs1,1.1%,-13.4%,?,/,1.1%,-15.2%,-21.6%,-2.8%,-10.1%
C[C@H](CO)N1C[C@H](C)[C@@H](CN(C)Cc2ccncc2)Oc2c(NS(=O)(=O)c3ccc(F)cc3)cccc2C1=O,/,1.8%,11.5%,-1.3%,13.7%,3.8%,-0.9%,-28.7%,-14.3%
COc1cc(C2Nc3ccc4ccccc4c3C3=C2C(=O)CC(C)(C)C3)ccc1OCC(=O)O (stereo not given),2.6%,392.1%[activator],5.5%,-8.6%,-0.1%,?,56.3%[activator],-26.0%,-7.5%
COc1ccc(N2CCN(C(=O)NCc3ccc(OC)c(Cl)c3)CC2)cc1,-1.7%,-13.7%[57.1 µM],-27.6%,2.7%,7.9%,-1.1%,14.5%[57.1 µM],-9.8%,0.3%
Cc1cccc(C)c1NC(=O)CSc1nnc(C)n1CC1CCCO1 (stereo not given),4.3%,6.5%[57.1 µM],?,-2.5%,10.2%,-6.9%,15.3%[57.1 µM],-8.1%,-0.2%
COc1cccc(CNC(=O)c2nnn(CC(=O)Nc3ccc(C)c(C)c3)c2N)c1,0.4%,5.4%,-33.1%,2.1%,0.4%,-24.7%,14.2%,-7.3%,-19.9%
Cc1cccc(C)c1NC(=S)NN(Cc1ccccc1)c1ccccc1,1.4%,4.4%,-20.4%,/,-1.6%,0.0%,2.9%,-5.4%,-1.1%
CCOCCCNC(=O)C1CCN(c2nn3cc(-c4ccc(F)cc4)nc3s2)CC1,0.7%,1.5%,-28.4%,-0.1%,9.8%,-12.6%,13.5%,7.7%,5.9%
COC(=O)CCN(C(=O)c1ccc2c(c1)OCO2)c1ccccn1,1.8%,6.4%[57.1 µM],20.5%[11.4 µM],-1.0%,-8.8%,5.2%,20.4%[57.1 µM],-4.9%,-6.3%
Cc1cccc(-c2nc3c(cnn3-c3ccccc3)c(=O)n2-c2ccc(Cl)cc2)c1,3.7%,8.5%,-13.5%,2.9%,4.2%,-27.4%,22.8%,-0.1%,0.8%
COc1c(C)cc(Br)cc1C(=O)Nc1cccc(-c2nc3ncccc3o2)c1,3.3%,0.6%,?,-8.2%,-9.5%,-29.8%,2.2%,?,-0.2%
Cc1cccc(NC(=S)N(CCN(C)C)C(C)c2cccnc2)c1 (stereo not given),0.0%,5.3%[57.1 µM],-2.8%,12.3%,-13.0%,5.4%,-12.7%[57.1 µM],4.6%,0.2%
CN(C)/C=C(\C#N)C(=O)Nc1ccccc1,2.0%,-2.1%,-12.4%,-7.3%,-3.6%,-3.4%,0.1%,-25.2%,0.7%
COC(=O)CCC(=O)COc1ccccc1C#N,1.5%,-2.5%,-15.1%,-4.6%,10.9%,-42.7%,-24.2%,0.2%,3.3%
Cc1ccc(S(=O)(=O)Nc2cc(Br)cc3cccnc23)cc1,/,-2.2%,-12.9%,/,/,/,7.4%,/,?
c1ccc2cc(CN3CCOCC3)ccc2c1,0.5%,8.0%,-9.2%,-19.0%,2.3%,-3.5%,16.6%,-11.5%,-0.7%
CN(C(=O)COc1ccc(Oc2ccccc2)cc1)C1CCS(=O)(=O)C1 (stereo not given),-0.8%,-1.8%[57.1 µM],-25.2%,5.5%,4.0%,5.9%,7.3%[57.1 µM],-11.7%,-6.9%

# Look-ups from the list.
# Entry of `COC(=O)CCC(=O)COc1ccccc1C#N` under TrxR1 substrate: -2.5%
# Entry of `COc1cccc(CNC(=O)c2nnn(CC(=O)Nc3ccc(C)c(C)c3)c2N)c1` under RXFP1 agonist: 0.4%

# (further entries)
SMILES,RXFP1 agonist,TrxR1 substrate,RGS4 inh,Vif-APOBEC3F blk,mIDH1 inhibitor,ALOX12 inh,rTrxR1 inhibitor,USP1 inh,Vif-APOBEC3G blk
CCOc1ccc(NC(=S)Nc2cccc3cnccc23)cc1,-0.1%,-13.6%,-48.7%,1.4%,16.7%,-24.4%,?,-14.6%,-1.6%
Cc1ccc(C(=O)N2CCN(c3ccc(C(F)(F)F)cn3)CC2)cc1,0.3%,4.0%,-13.6%,/,3.1%,1.8%,2.7%,3.5%,2.3%
C[C@@H]1CCCCO[C@@H](CN(C)Cc2ccccc2)[C@@H](C)CN([C@H](C)CO)C(=O)c2cc(NC(=O)Nc3cccc4ccccc34)ccc2O1,/,/,/,-1.6%,-7.5%,?,/,-34.2%,1.3%
Cc1nc(N)sc1-c1nnc(SCC(=O)Nc2nccs2)n1C,0.6%,-5.9%,-29.2%,4.5%,-0.4%,71.1%[activator],-2.9%[57.1 µM],7.9%,-5.4%
COCCNc1nc(=S)[nH]c2cc(OC)c(OC)cc12,7.1%,13.2%[57.1 µM],-8.6%,-8.6%,8.1%,?,-5.8%[57.1 µM],-3.9%,-0.4%
CCOC(=O)CN1C(=O)/C(=C/c2cccc(Br)c2)Oc2ccccc21,?,81.1%[activator],-3.8%,3.7%,-9.3%,-22.6%,24.7%,-7.5%,-2.9%

# Bioassay records as filed in PubChem.
